TNAP inh noacc: blocks human TNAP activity with no phosphate acceptor present. purified TNAP, CDP-star luminescence, 30 min. 0.26% of 200,000 active. AID 1012. inhibition, % at 20 µM;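 active means tissue-nonspecific alkaline phosphatase inhibition above about 50% at 20 µM in the single-dose screen, limit read from the data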;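 further: 0% = DMSO negative control and 100% = EDTA positive control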
Target sequence (P05186 whole entry, looked up): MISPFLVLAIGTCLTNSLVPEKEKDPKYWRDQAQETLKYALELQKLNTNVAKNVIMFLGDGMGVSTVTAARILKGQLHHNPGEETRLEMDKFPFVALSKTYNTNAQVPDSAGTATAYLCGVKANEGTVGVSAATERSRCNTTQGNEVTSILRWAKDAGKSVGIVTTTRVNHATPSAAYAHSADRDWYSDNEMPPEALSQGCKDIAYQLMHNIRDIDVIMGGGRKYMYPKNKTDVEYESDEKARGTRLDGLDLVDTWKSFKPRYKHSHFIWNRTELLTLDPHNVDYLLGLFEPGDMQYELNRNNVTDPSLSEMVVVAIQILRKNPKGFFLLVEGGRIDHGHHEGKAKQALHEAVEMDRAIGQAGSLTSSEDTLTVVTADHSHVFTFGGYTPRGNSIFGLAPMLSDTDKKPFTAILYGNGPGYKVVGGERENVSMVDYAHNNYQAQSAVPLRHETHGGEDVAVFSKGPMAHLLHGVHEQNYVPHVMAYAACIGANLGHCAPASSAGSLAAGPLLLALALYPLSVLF
PPARg SRC-3 ag: PPARgamma-driven SRC-3 recruitment agonism; P37231; biochemical PPARgamma/SRC-3 coactivator recruitment assay; activation, % at 8 µM; 0.26% of 200,000 active; AID 731; in the data active means activation above about 23%;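 further: 0% = DMSO and 100% = reference agonist; some compounds past the cut are filed as inactive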
Target sequence (P37231 whole entry, looked up): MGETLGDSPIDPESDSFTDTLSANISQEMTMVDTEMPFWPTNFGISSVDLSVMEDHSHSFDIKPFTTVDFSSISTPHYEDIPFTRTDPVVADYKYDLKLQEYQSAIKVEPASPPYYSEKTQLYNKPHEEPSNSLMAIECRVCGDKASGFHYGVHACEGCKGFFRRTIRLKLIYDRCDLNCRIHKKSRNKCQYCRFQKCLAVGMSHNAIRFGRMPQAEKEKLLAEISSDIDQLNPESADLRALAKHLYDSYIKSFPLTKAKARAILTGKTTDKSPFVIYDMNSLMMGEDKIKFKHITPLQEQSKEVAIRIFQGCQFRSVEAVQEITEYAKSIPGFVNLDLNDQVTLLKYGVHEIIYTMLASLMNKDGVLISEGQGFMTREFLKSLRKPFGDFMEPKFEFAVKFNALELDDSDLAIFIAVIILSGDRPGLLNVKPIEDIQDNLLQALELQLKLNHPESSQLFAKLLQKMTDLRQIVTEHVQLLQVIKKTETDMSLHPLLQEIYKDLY
bIAP inhibitor: intestinal alkaline phosphatase (bovine) inhibition. purified bovine IAP, CDP-star luminescence, 30 min. inhibition, % at 20 µM. AID 1019. 190,000 tested, under 10 active;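 active means over 50% inhibition of intestinal alkaline phosphatase at 20 µM in the single-dose screen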
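Assay system – bovine IAP enzyme · Quantity – bovine IAP at 1/65,000,000 final dilution · Detection – CDP-star luminescence signal · Times – 30 min reaction at room temperature · Also added – CDP-star substrate at 30 µM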
PPARg SRC-2 ag: agonists of SRC-2 recruitment by human PPARgamma | P37231 | PPARgamma LBD-SRC-2 recruitment, biochemical | activation, % at 8 µM | 0.34% of 200,000 active; in the data active means activation above about 22%;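 further: 0% = vehicle and 100% = reference agonist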
bIAP activator: increases bovine intestinal alkaline phosphatase activity | activation factor at 20 µM | purified bovine IAP, CDP-star luminescence, 30 min; active compounds read high; fold of DMSO-control signal, blank-subtracted | 0.17% of 200,000 active;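 active means activation factor of 2 or more at 20 µM, a signal rise over negative controls twice the positive control's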
TNAP inh hi DEA: blocks human TNAP under high phosphate acceptor concentration; P05186; purified TNAP, CDP-star luminescence, 1 M DEA; inhibition, % at 20 µM; 0.03% of 200,000 active; AID 1135;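 active means over 50% inhibition of tissue-nonspecific alkaline phosphatase at 20 µM in the single-dose screen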;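 further: plate controls were DMSO wells for no effect and EDTA-quenched wells as full inhibition for full effect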
TNAP act hiacc: activators of human TNAP at high phosphate acceptor concentration | P05186 | purified TNAP, CDP-star luminescence, 1 M DEA, 30 min; active compounds read high; 0 = EDTA background, 1 = DMSO-only activity | activation factor at 20 µM | 200,000 tested, under 10 active | AID 1136;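 active means activation factor at least 2 at 20 µM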
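Dosing: 20 µM single point. System: human TNAP. Amount: TNAP 1/800 final. Incubation: 30 min, room temperature. Read-out: TNAP activation factor scaled between EDTA and DMSO control wells. Signal: luminescence from CDP-star hydrolysis. Medium: 1 M DEA, pH 9.8, Mg2+, Zn2+. Control set: EDTA negative control, DMSO positive control.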
HMGR II inh: E. faecalis class II HMG-CoA reductase inhibition. 0.41% of 190,000 active. AID 1066. inhibition, % at 10 µM. purified E. faecalis HMGR, NADPH absorbance 340 nm kinetic;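 active means inhibition above a set limit, the median over all tested compounds plus 3 SD, cut at about 9.5% in these data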;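 further: enzyme runs in reverse so mevalonate oxidation gives rising NADPH absorbance; 0% = complete reaction with DMSO and 100% = background rate lacking mevalonate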
TR-FRET SRC-2 ct: TR-FRET artefact, counter-screen to PPARgamma/SRC-2 agonist assay. AID 1049. TR-FRET ratio at 8 µM. 0.4% of 200,000 active. active compounds read high; in the data active means TR-FRET ratio above about 2000; further: inactives centre near 1500
PPARg SRC-1 ag: promotes SRC-1 coactivator recruitment by human PPARgamma. 0.41% of 200,000 active. activation, % at 8 µM. PPARgamma-SRC-1 coactivator recruitment biochemical assay. AID 631; in the data active means activation above about 19%;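 further: 0% = DMSO and 100% = reference agonist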
* hit, by the source's call; . = not tested or not shown. Random draw from the library. About 1.6% of those tested had a hit in this group.

entry	Molecule	TNAP inh noacc	PPARg SRC-3 ag	bIAP inhibitor	PPARg SRC-2 ag	bIAP activator	TNAP inh hi DEA	TNAP act hiacc	HMGR II inh	TR-FRET SRC-2 ct	PPARg SRC-1 ag
1	CC1(C(=O)CSc2n[nH]c(-c3ccccc3Cl)n2)CCC(=O)O1 (stereo not drawn)	54*	-1	13	0	0.9	-4	1	-1	1525	12
2	CC(C)(C)c1[nH]nc2c1C(c1ccco1)C(C#N)=C(N)O2 (stereo not drawn)	-8	-4	-5	7	1	3	1	2	1424	-2
3	CCc1c(C)c2nncn2[nH]c1=O	-8	5	7	3	0.9	-1	1	-7	1671	2
4	Cc1c(/C=C(\C#N)c2nn(-c3ccccc3)c(N)c2C#N)c2ccccc2n1Cc1ccc(F)cc1	-6	7	5	-1	0.9	-3	1	-3	1689	-1
5	Cc1ccc(S(=O)(=O)c2nc(-c3ccc(F)cc3)oc2SCC(N)=O)cc1	-6	-5	6	15	0.9	-6	1.1	-1	1560	5
6	N#Cc1cc([N+](=O)[O-])c(-n2nnc3ccccc32)c([N+](=O)[O-])c1	-1	-1	3	7	1	6	0.9	5	1606	6
7	Cc1snc(SCC(=O)N/N=C(\N)COc2cccc(C(F)(F)F)c2)c1C#N	-4	-3	2	5	1	-4	1	3	1540	-1
8	CC(C)C[C@H](NC(=O)c1[nH]cnc1C(=O)N[C@H](C)c1ccccc1)C(=O)OC(C)(C)C	-4	1	-7	8	1.1	1	1	-8	1761	6
9	CCNC(=O)CC1SC(=Nc2ccc(C)cc2)NC1=O (stereo not drawn)	23	-1	-11	-1	1.1	0	1	4	1472	-3
10	CCc1ccccc1NC(=O)C(Cc1cccc(OC)c1OC)c1nn[nH]n1 (stereo not drawn)	-7	0	0	-3	1	0	1	3	1558	4
11	CCC1=Nc2cc(C(=O)O)ccc2Sc2ccc(Cl)cc21	-3	-2	-21	-5	1.2	0	1	-3	1401	-2
12	COn1c(=O)c(-c2cccs2)[n+]([O-])c2ccccc21	-2	14	10	6	0.9	2	1	1	1639	10
13	COc1ccc(OC(=O)c2cc3ccccc3o2)cc1	-8	13	13	8	0.9	-3	1	-1	1450	-2
14	COCCN(C(=O)Cc1cccs1)C(C(=O)NC1CCCC1)c1ccc(OC)c(OC)c1 (stereo not drawn)	-6	0	-1	0	1	-3	1	-4	1557	4
15	Fc1ccc(C(CCCn2nnc(-c3cccnc3)n2)c2ccc(F)cc2)cc1	6	0	-7	7	1.1	-6	1.1	-3	1572	10
16	CSc1cccc(NC(=O)Nc2ccccc2)c1	-7	-2	26	-1	0.7	-4	1	0	1474	6
17	CCOc1cc(C(=O)OCC(=O)c2c[nH]c3ccccc23)ccc1OCC(=O)N1CCOCC1	-13	17	-2	-7	1	-4	1	6	1536	7
18	COc1ccc(-c2[nH]ncc2/C=N\NS(=O)(=O)c2ccc(Cl)cc2)cc1	13	4	7	5	0.9	-2	1	-1	1634	4
19	O=C(Cn1cccc1C(=O)c1ccccc1)NCCCN1CCc2ccccc2C1	-7	-1	-11	1	1.1	-4	1	-6	1424	0
20	CCOC(=O)c1ccccc1Nc1cc(C)nc2nc(C)nn12	0	2	3	-4	1	3	1	-2	1513	-1
21	O=C(NCCCCNC(=O)c1c(F)c(F)c(F)c(F)c1F)c1c(F)c(F)c(F)c(F)c1F	-3	-8	6	-1	0.9	3	1	-2	1282	-3
22	CCN(CC)CCCN(Cc1cc2cc3c(cc2[nH]c1=O)OCO3)C(=S)Nc1ccccc1	-10	-1	-7	3	1.1	-7	1.1	0	1608	-4
23	COc1ccc(C2(C(=O)NCc3ccco3)CCCC2)cc1OC	-28	5	-2	-2	1	-6	1.1	-4	1617	2
24	COc1cccc(C2CC(C(F)(F)F)n3ncc(C(=O)NCC4CCCO4)c3N2)c1 (stereo not drawn)	-6	1	-5	0	1	2	1	-4	1478	-6
25	S=c1[nH]nc(C2COc3ccccc3O2)o1 (stereo not drawn)	-13	11	-12	1	1.1	-7	1.1	2	1657	8

Record cards (already shown). Order of screens: TNAP inh noacc	PPARg SRC-3 ag	bIAP inhibitor	PPARg SRC-2 ag	bIAP activator	TNAP inh hi DEA	TNAP act hiacc	HMGR II inh	TR-FRET SRC-2 ct	PPARg SRC-1 ag
COc1ccc(C2(C(=O)NCc3ccco3)CCCC2)cc1OC in the list: -28	5	-2	-2	1	-6	1.1	-4	1617	2
N#Cc1cc([N+](=O)[O-])c(-n2nnc3ccccc32)c([N+](=O)[O-])c1 in the list: -1	-1	3	7	1	6	0.9	5	1606	6
CCOC(=O)c1ccccc1Nc1cc(C)nc2nc(C)nn12 in the list: 0	2	3	-4	1	3	1	-2	1513	-1
COc1ccc(OC(=O)c2cc3ccccc3o2)cc1 in the list: -8	13	13	8	0.9	-3	1	-1	1450	-2

Next section:
entry	Molecule	TNAP inh noacc	PPARg SRC-3 ag	bIAP inhibitor	PPARg SRC-2 ag	bIAP activator	TNAP inh hi DEA	TNAP act hiacc	HMGR II inh	TR-FRET SRC-2 ct	PPARg SRC-1 ag
26	CC(=O)OC(C)(CCC(C)(OC(C)=O)C(C)=O)C(C)=O (stereo not drawn)	-6	0	4	12	1	-5	1.1	-3	1626	8
27	CC(C)Nc1nc(NC(C)C)nc(NS(=O)(=O)c2ccc(N)cc2)n1	4	3	6	-1	0.9	2	1	-6	1626	2
28	COc1ccc(Cl)cc1N1C(=O)/C(=C\c2sccc2C)N=C1SCC(=O)NC1CC1	7	-5	23	3	0.8	-3	1	0	1501	-1
29	CSc1nnc2c(n1)OC(C1CC=C(C)CC1)Nc1ccccc1-2 (stereo not drawn)	-8	.	8	.	0.9	0	1	.	.	.
30	O=C(Cc1cc(=O)[nH]c(=O)[nH]1)NCC1CCCO1 (stereo not drawn)	4	7	15	-3	0.8	-8	1.1	0	1698	1
31	Cc1ccc(N2C(=O)C(CN3CCCCC3)C2c2ccccc2)cc1 (stereo not drawn)	-1	3	-12	6	1.1	-5	1	3	1471	-3
32	COc1cccc(/C=N/NC(=O)CCn2c3ccccc3c3ccccc32)c1	14	1	9	-6	0.9	2	1	-1	1527	-5
33	Cc1cc(C)c2nc3s/c(=C/c4ccccc4)c(=O)n3c2c1	-9	4	3	15	1	6	0.9	-9	1620	4
34	Cc1noc(N)c1C(=O)Nc1ccc(F)cc1	12	0	6	4	0.9	-2	1	2	1873	11
35	COc1ccccc1C1C2C(=O)N(c3ccccc3)C(=O)C2ON1c1ccccc1 (stereo not drawn)	-12	15	9	15	0.9	-4	1	1	1777	7
36	Cc1nc(SC2C=CS(=O)(=O)C2)n[nH]1 (stereo not drawn)	-9	7	13	8	0.9	-2	1	1	1647	4
37	Cc1ccsc1/C=N/NC(=O)c1ccc([N+](=O)[O-])cc1	-4	0	-21	7	1.2	2	1	-7	1694	-8
38	O=C(Oc1c(CN2CCOCC2)cc(Cl)c2cccnc12)c1ccccc1Cl	-16	-1	-13	8	1.1	0	1	-1	1515	6
39	CC1=NN(C(C#N)c2cccc([N+](=O)[O-])c2)C(C)(C)C1 (stereo not drawn)	-9	2	-10	2	1.1	-3	1	8	1675	6
40	O=c1c2c(ncn2C2CCCC2)n(Cc2ccccc2)c(=O)n1CCOc1ccc(Br)cc1	-7	1	14	3	0.9	1	1	2	1578	6
41	COc1cccc(-c2nc(-c3ccc(NC(=O)Cc4ccccc4OC)cc3)no2)c1	-8	0	4	-5	1	-6	1.1	-7	1985*	-2
42	COc1cccc(-c2nnc(SCc3ccccn3)n2C)c1	-10	-4	7	4	0.9	-5	1.1	-1	1551	0
43	CC(Sc1nc(-c2ccccc2)cc(C(F)(F)F)n1)C(=O)N1CCCCC1 (stereo not drawn)	4	7	-3	-7	1	-4	1	0	1528	2
44	CCn1c2ccccc2n2c(=O)c(=O)n(CC(=O)N3CCN(c4ccccc4OC)CC3)nc12	-6	8	6	13	0.9	-1	1	2	1749	1
45	Cc1ccc(S(=O)(=O)NC(C)(C)CSc2ccccn2)cc1	-13	2	0	2	1	-3	1	0	1481	7
46	O=C(NCc1ccco1)/C(=C/c1ccc(C(F)(F)F)cc1)c1nc2ccccc2[nH]1	-1	0	1	-8	1	0	1	-1	1525	-10
47	N#C/C(=C(/O)COC(=O)CCC1CCCCC1)c1nc2ccccc2[nH]1	1	-6	-10	9	1.1	0	1	-5	1435	3
48	CCNS(=O)(=O)c1ccc(NC(=S)NCc2ccco2)cc1	-2	2	2	-4	1	6	0.9	-3	1581	7
49	Cc1ccc(S(=O)(=O)N/N=C\c2cc([N+](=O)[O-])ccc2Cl)cc1	-13	15	9	-3	0.9	0	1	-12	1718	4
50	CCN1CCN(CC(=O)Nc2sc3c(c2C#N)CCC(C)C3)CC1 (stereo not drawn)	-6	0	-10	4	1.1	-2	1	2	1399	3

The listing continues:
entry	Molecule	TNAP inh noacc	PPARg SRC-3 ag	bIAP inhibitor	PPARg SRC-2 ag	bIAP activator	TNAP inh hi DEA	TNAP act hiacc	HMGR II inh	TR-FRET SRC-2 ct	PPARg SRC-1 ag
51	COCCNCCOc1ccccc1-c1ccccc1	-15	2	-10	-3	1.1	-1	1	-9	1467	2
52	CCOC(=O)c1cc2c(ccn2C)n1CC(=O)N1CCN(c2ccccc2OC)CC1	-12	10	7	-4	0.9	-6	1.1	2	1669	10
53	Cc1cc2ccccc2cc(C)c1=O	-14	-1	12	5	0.9	-3	1	0	1690	7
54	CCc1nnc(NC(=O)C(NC(=O)c2ccccc2Cl)C(C)C)s1 (stereo not drawn)	-14	3	10	-2	0.9	-7	1.1	-4	1557	1
55	Cc1nc2nc[nH]n2c(=O)c1NS(=O)(=O)c1ccc(C(C)(C)C)cc1	-7	3	-7	-1	1.1	2	1	1	1615	2
56	C=CCNS(=O)(=O)c1ccc2c(c1)n(C)c(=O)n2C	-8	-7	3	-11	1	-1	1	-4	1420	-1
57	COCCNCC(=O)Nc1ccc(C)c(S(=O)(=O)N2CCCCC2)c1	-11	3	7	-5	0.9	-5	1.1	1	1510	-1
58	Cc1c(NC(=O)c2cc3ccccc3oc2=O)c(=O)n(-c2ccccc2)n1C	7	-5	6	-6	0.9	5	1	-4	1426	-3
59	FC(F)(F)c1nc(N2CCCC2)ncc1-c1nnnn1-c1ccccc1	-10	2	-3	7	1	-4	1	3	1385	-3
60	CN(C)c1ccc(C(=S)NCc2ccco2)cc1	-10	10	22	5	0.8	-3	1	0	1606	3
61	c1ccc2c(c1)nc(CN1CCOCC1)n1c3ccccc3nc21	-8	6	5	2	0.9	-8	1.1	0	1431	-2
62	CCOC(=O)N=Nc1c(O)n(CC)c2ccccc12	-11	-2	6	7	0.9	-2	1	6	1606	-6
63	CC(=O)OCC(OC(C)=O)C(OC(C)=O)C(OC(C)=O)C(=O)Nc1ccccc1C (stereo not drawn)	0	1	6	-1	0.9	-3	1	-3	1620	0
64	CC(=O)Nc1ccccc1C(=O)N1CCc2ccccc21	-11	6	-13	7	1.1	-5	1.1	-1	1514	3
65	CCCOc1ccc(-c2nc(C#N)c(N3CCc4ccccc4C3)o2)cc1	-9	-2	0	-3	1	-7	1.1	0	1461	-2
66	CCN(CC)S(=O)(=O)c1cccc(NC(=O)COC(=O)C2COc3ccccc3O2)c1 (stereo not drawn)	0	-3	8	-6	0.9	6	0.9	1	1504	-6
67	CC1(C)C2([N+](=O)[O-])CN3CC1([N+](=O)[O-])CN(C2)C31CCCC1	2	1	5	4	1	-3	1	-3	1492	0
